RAD52 anneal inh – RAD52 DNA annealing inhibitors, primary screen, biochemical, FRET, single point, set 2 | DNA repair protein RAD52 homolog (Homo sapiens), P43351 | recombinant RAD52 DNA annealing, FRET fluorescence | inhibition, % at 18.7 µM | 360,000 compounds, 0.46% hits;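 active = every replicate showing at least 50% inhibition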
Target sequence (P43351 whole entry, looked up): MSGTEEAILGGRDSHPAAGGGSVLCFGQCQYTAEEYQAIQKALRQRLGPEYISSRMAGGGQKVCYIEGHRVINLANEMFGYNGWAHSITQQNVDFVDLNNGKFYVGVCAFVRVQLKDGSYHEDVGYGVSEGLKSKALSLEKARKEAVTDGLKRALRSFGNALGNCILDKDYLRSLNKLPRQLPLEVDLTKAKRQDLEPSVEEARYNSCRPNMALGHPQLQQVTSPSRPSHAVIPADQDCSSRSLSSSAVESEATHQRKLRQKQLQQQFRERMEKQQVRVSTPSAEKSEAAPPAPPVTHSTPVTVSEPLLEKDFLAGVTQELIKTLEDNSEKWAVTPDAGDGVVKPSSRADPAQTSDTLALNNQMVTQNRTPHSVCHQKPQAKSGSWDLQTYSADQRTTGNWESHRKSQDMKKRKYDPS
XiGFP reactiv – activators of inactive X chromosome reactivation, primary screen, imaging, XiGFP fibroblasts, GFP high-content imaging, set 2; XiGFP mouse fibroblasts, % GFP-positive cells imaging, 3 d; cells co-treated with 5-aza-dC sensitizer; scaled so ellipticine positive control = 100%; activation, % at 7.58 µM; 360,000 compounds, 0.055% hits; AID 743238, 2013;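 active = mean normalized replicate activation at least 10% and every replicate at or above 10%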;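 also: 0% = median of on-plate neutral control wells and 100% = ellipticine 6 µM median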
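Material: XiGFP fibroblasts, SV40-immortalized. Buffer or medium: DMEM plus 5-aza-dC sensitizer. Compound: single concentration per compound, delivered by pin transfer. Times: 3 days compound exposure. Controls: ellipticine 6 µM.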
ERAP1 inh – human ERAP1 aminopeptidase inhibitors, primary screen, biochemical, single point, plate reader; recombinant ERAP1, Leu-AMC fluorescence, 60 min; inhibition, % at 10.7 µM; 340,000 compounds, 0.15% hits; AID 652197, 2013;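 active = mean replicate inhibition of at least 30%, or all replicates individually reaching that 30% level; inactive = mean below 30% and not every replicate reaching it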;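 also: 0% = neutral control wells and 100% = L-leucinethiol positive control wells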
esBAF inh – Bmi1 luciferase reporter increase in mESCs, primary screen, esBAF inhibitor project, mouse ES cells, Bmi1 luciferase knock-in, single point. reporter increase, % at 12.5 µM. 350,000 compounds, 2% hits. 24 h; 100% = twice the neutral-well signal. AID 602393, 2012; in the data active = activation above about 40%;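 also: 0% = median of the plate's neutral control wells and 100% = double that signal; a rise in the Bmi1 reporter signal indicates esBAF inhibition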
E-selectin induc – E-selectin induction in HUVECs, primary screen, imaging, HUVEC, immunofluorescence imaging, single point; normalized: neutral wells 0, TNF-alpha wells 100; P16581; 260,000 compounds, 0.37% hits; activation, % at 7.58 µM;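 active = mean E-selectin-positive cell signal at least 10% of the positive control, reached in at least 60% of replicates, without over 20% cell loss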;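 also: in these data hits start at about 27%; measured in HUVEC primary endothelial cells; signal is the percent of cells scored E-selectin positive by PE staining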
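System: HUVEC, human umbilical vein endothelial cells; quantity: 3,000 cells/well; buffer or medium: EGM-2 medium, gelatin-coated wells; dosing: single-point compound dose; detection: immunofluorescence imaging; evaluation: % PE-positive cells; benchmarks: TNF-alpha, DMSO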
RAD54 inh – inhibitors of human RAD54 branch migration, primary screen, biochemical, fluorescence, single point; AID 602329, 2012; inhibition, % at 10.4 µM; DNA repair and recombination protein RAD54-like (Homo sapiens), Q92698; 360,000 compounds, 0.14% hits; RAD54 Holliday junction branch migration, FAM/BHQ fluorescence;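 active = mean normalized replicate activity at least 40 and at least half of replicates scoring 40 or more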;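 also: 0% = median of neutral control wells and 100% = median of positive control wells; inhibitors cause a drop in the FAM fluorescence signal; in these data hits start at about 50%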
ERp5 inh – inhibitors of ERp5-driven insulin aggregation, primary screen, biochemical, turbidity, absorbance 650 nm, single point; Protein disulfide-isomerase A6 (Homo sapiens), Q15084; 90 min; inhibition, % at 9.99 µM; 350,000 compounds, 0.05% hits; AID 651711, 2012;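 active = mean replicate inhibition above about 25%, with every replicate also reaching it, limit read from the data, passing the limit was not always enough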
Target sequence (Q15084 whole entry, looked up): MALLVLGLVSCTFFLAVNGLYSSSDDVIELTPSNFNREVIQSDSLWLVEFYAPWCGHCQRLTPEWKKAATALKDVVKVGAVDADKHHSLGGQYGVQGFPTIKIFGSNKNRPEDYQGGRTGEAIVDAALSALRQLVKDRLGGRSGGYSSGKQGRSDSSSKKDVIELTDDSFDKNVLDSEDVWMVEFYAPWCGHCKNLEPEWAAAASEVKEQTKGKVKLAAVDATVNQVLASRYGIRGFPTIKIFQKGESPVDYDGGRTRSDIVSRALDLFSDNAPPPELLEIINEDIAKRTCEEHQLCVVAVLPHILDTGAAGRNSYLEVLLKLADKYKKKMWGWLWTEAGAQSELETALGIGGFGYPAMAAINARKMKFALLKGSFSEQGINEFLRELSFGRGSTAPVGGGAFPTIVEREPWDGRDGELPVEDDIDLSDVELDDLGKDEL
S100A4 MyoIIA – inhibitors of S100A4-myosin IIA peptide binding, primary screen, biochemical, fluorescence polarization, TAMRA-MyoIIA peptide; 360,000 compounds, 0.14% hits; inhibition, % at 10.7 µM;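 active = mean inhibition of at least 70% across replicates, with every replicate also reaching that level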
Target sequence (P26447 whole entry, looked up): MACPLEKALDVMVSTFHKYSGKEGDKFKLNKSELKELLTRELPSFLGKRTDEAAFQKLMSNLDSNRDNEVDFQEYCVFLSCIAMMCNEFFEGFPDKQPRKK
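Material: S100A4 monomer protein | Medium: HEPES pH 7.2 with CaCl2, KCl, NaCl, DTT, Triton | Reagent: Labelled myosin peptide probe, 5 nM | Doses: One dose per compound | Times: 5 min incubation before reading | Benchmarks: Neutral control DMSO, positive control TFP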
Numbers without * were called inactive; nt = not tested or not shown; & = joins results of further samples.

The line under a structure holds: RAD52 anneal inh	E-selectin induc	ERp5 inh	XiGFP reactiv	esBAF inh	ERAP1 inh	S100A4 MyoIIA	RAD54 inh
S=c1[nH]c2cc3ccccc3cc2[nH]1
 : -11	-1.8	-1	0.0	nt	3	-5	nt
COc1ccc(NC(=O)CCN2C(=O)c3cccc([N+](=O)[O-])c3C2=O)cc1
 : -10	nt	3	0.0	-1	2	-7	10
O=c1[nH]c2ccc(NC(=S)NCc3ccccc3)cc2[nH]1
 : -6	1.6	2	0.0	4	2	4	7
CN(CC(=O)Nc1ccccc1C(F)(F)F)C(=O)c1cccc(-n2cccc2)c1
 : -17	nt	4	-0.1	-1	0	-4	-1
Cc1ccc(S(=O)(=O)N(C)C[C@H]2Oc3ccc(NC(=O)Nc4c(C)noc4C)cc3CC(=O)N([C@@H](C)CO)C[C@@H]2C)cc1
 : 3	0.2&0.3	1	-1.0&0.0	4	0	13	-6
C[C@@H]1CN([C@H](C)CO)C(=O)c2cc(NC(=O)C3CCCCC3)ccc2O[C@@H](C)CCCCO[C@H]1CN(C)C(=O)Nc1ccc2c(c1)OCO2
 : -5	0.3	5	0.0	1	4	8	-3
COc1cccc(NC(=O)CN(C)C(=O)c2ccc(COc3ccccc3)o2)c1
 : -9	-0.6	0	-0.1	1	-5	0	12
CC(C)NC(=O)Nc1cccc2c1O[C@H](CN(C)C(=O)NC1CCCCC1)[C@H](C)CN([C@H](C)CO)C2=O
 : -4&-26	-3.8&0.0	4&2	0.1&0.0	-1&-1	2	10&-14	2&2
CN1C(=O)CS(=O)c2ccc(C(=O)NCCC3=CCCCC3)cc21 (configuration not stated)
 : 6	0.0	3	0.0	3	-9	-2	-8
C[C@@H]1CN([C@H](C)CO)C(=O)c2cc(NC(=O)Nc3ccc(C(F)(F)F)cc3)ccc2O[C@@H]1CN(C)C
 : 16	0.0	-2	-1.0	-3	5	-2	-6
F[B-](F)(F)c1cncc2ccccc12
 : -14	1.9	-3	0.1	1	5	-2	1
Cc1cc(=O)oc(C)c1C(=O)Nc1ccc(F)cc1
 : -8	0.6	-3	-0.1	nt	1	-2	2
CC(O)(c1cccc(F)c1)c1nc(-c2cc(F)cc(F)c2)cs1 (configuration not stated)
 : -2	0.0	-4	0.2	0	0	5	1
CC(C)(C)OC(=O)N[C@H](C(=O)OC(C)(C)C)c1ccc2c(c1)OCO2
 : -8	0.0	-5	0.0	-6	-2	11	-18
Cc1ccc(S(=O)(=O)Nc2ccc3c(c2)C(=O)N([C@@H](C)CO)C[C@@H](C)[C@H](CN(C)C(=O)Nc2c(C)noc2C)OCCCC[C@H](C)O3)cc1
 : -3	nt	-2	0.0	-3	0	4	-3
CC(=O)Nc1ccc(S(=O)(=O)Nc2ccc(-c3ccc4nnc(C)n4n3)cc2)cc1
 : -13	nt	-3	0.1	nt	6	-6	nt
Cc1ccc2c(c1)C(=O)CC1(CCCCCC1)O2
 : -2	-0.1	6	0.2	-8	-1	3	-8
N#Cc1ccccc1S(=O)(=O)N1CCN(c2nc(-c3ccccc3)nc3ccccc23)CC1
 : -3	nt	0	0.2	23	-6	0	-9
C[C@@H]1CN([C@H](C)CO)C(=O)c2cccc(NC(=O)c3cnccn3)c2O[C@H]1CN(C)CC1CCCCC1
 : -37	0.3	12	0.0	-5	-2	-2	0
C/C=C/c1ccc([C@@H]2[C@H](CO)N(Cc3cncnc3)C23CN(C(=O)COC)C3)cc1
 : 2	0.0	-1	0.0	nt	0	12	nt
COc1ccccc1N1CCN(Cc2ccco2)CC1
 : -2	nt	-3	nt	-10	3	-3	8
Cc1ccc(N(C)C(=O)c2cnn(-c3ccccc3)c2C)c(C)c1
 : -9	nt	-3	0.0	-9	-1	-7	-3
COCCNC(=O)c1c(C)cc(C)cc1C
 : -9	2.1	2	0.0	nt	4	1	nt
CCCOC(=O)CCCCCCCCC(O)CN1CCCCC1 (configuration not stated)
 : 1	0.4	-5	-0.2	-4	0	1	3
CC(C)(C)c1ccc(OC(=O)CN2C(=O)C3C4CCC(C4)C3C2=O)cc1 (configuration not stated)
 : -16	nt	-46	-0.1	nt	3	8	nt
C[C@@H]1CN([C@@H](C)CO)C(=O)c2cc(NC(=O)CCN3CCOCC3)ccc2O[C@H]1CN(C)Cc1ccc(Oc2ccccc2)cc1
 : -3	0.1	-9	-0.4	0	5	-1	14
O=C(Nc1sc2c(c1C(=O)O)CCC2)c1ccco1
 : -9	nt	1	nt	23	4	6	-4
COc1cc(C(C)=O)ccc1Oc1cc(NN2CCCCC2)c([N+](=O)[O-])cc1[N+](=O)[O-]
 : -9	-0.1	-1	-0.3	-5	-3	-19	8
CC(C)C(=O)n1nc(-c2cccnc2)nc1NCc1ccc(F)cc1
 : 2	-0.1	1	-0.1	-3	8	10	1
Nn1c(SCC(=O)NCCc2ccc(F)cc2)nnc1C1CCCCC1
 : -11	nt	7	0.0	-5	-7	-3	4

Sorted by length of the SMILES (largest number first): part of the list above
The line under a structure holds: RAD52 anneal inh	E-selectin induc	ERp5 inh	XiGFP reactiv	esBAF inh	ERAP1 inh	S100A4 MyoIIA	RAD54 inh
C[C@@H]1CN([C@H](C)CO)C(=O)c2cc(NC(=O)C3CCCCC3)ccc2O[C@@H](C)CCCCO[C@H]1CN(C)C(=O)Nc1ccc2c(c1)OCO2
 : -5	0.3	5	0.0	1	4	8	-3
CN1C(=O)CS(=O)c2ccc(C(=O)NCCC3=CCCCC3)cc21 (configuration not stated)
 : 6	0.0	3	0.0	3	-9	-2	-8
S=c1[nH]c2cc3ccccc3cc2[nH]1
 : -11	-1.8	-1	0.0	nt	3	-5	nt

New compounds follow
The line under a structure holds: RAD52 anneal inh	E-selectin induc	ERp5 inh	XiGFP reactiv	esBAF inh	ERAP1 inh	S100A4 MyoIIA	RAD54 inh
O=C(N/N=C/c1ccccn1)c1cc(-c2ccccc2)nc2ccccc12
 : -25	0.4	1	0.0	nt	-3	0	7
Cn1cc(Br)c(C(=O)N/N=C/c2cc3ccccc3nc2Cl)n1
 : -13	0.7	-17	0.4	nt	0	-10	18
Cc1ccnc(NC(=O)c2ccc(Br)s2)c1
 : 2	0.0	2	0.1	0	-1	0	-3
C/C=C/c1ccc([C@H]2[C@@H](CO)N(S(C)(=O)=O)[C@@H]2CN(CCC)C(C)=O)cc1
 : 3	0.1	5	0.6	nt	2	6	nt
CCOC(=O)C1(Cc2ccccc2C(F)(F)F)CCN(C(C)COC)CC1 (configuration not stated)
 : 11	1.9	6	0.0	nt	0	0	nt
CC1CCN(C(=O)c2ccc(Br)c(S(=O)(=O)N3CCOCC3)c2)CC1
 : -23	nt	-3	0.0	5	0	-2	2
COC(=O)C=CC(=NNc1ccccc1)c1ccccc1
 : -29	-0.3	0	0.2	-3	-3	-2	-3
NS(=O)(=O)c1ccc(CNC(=O)Cc2ccc(S(=O)(=O)N3CCOCC3)s2)cc1
 : -7	-1.2	-6	0.4	-1	0	-3	6
CN(C)C(=O)c1cccc(-c2ccc3c(c2)[C@@H]2[C@@H](CCN2S(=O)(=O)c2cn(C)cn2)[C@H](CO)N3)c1
 : 2	-0.5	-3	0.0	0	-2	7	2
C[C@@H]1CN([C@H](C)CO)C(=O)CCCn2nncc2CO[C@@H]1CN(C)Cc1cccc2c1OCCCO2
 : 5	-0.3	0	0.3	-1	-2	4	-6
CC1(C(=O)NS(=O)(=O)c2ccc(Cl)s2)CCN1C(=O)Cc1ccc(Cl)cc1Cl (configuration not stated)
 : -13	0.2	-1	-0.1	-1	2	-1	0
Cc1ccc(NC(=O)NN(C)c2c(Cl)c(Cl)nn2C)cc1
 : -8	0.1	4	0.2	-20	3	3	-1
CC(=O)NCc1ccc(S(=O)(=O)N2CCN(S(=O)(=O)c3ccc4ccccc4c3)CC2)cc1
 : -7	nt	6	-0.1	3	2	-5	3
Cc1ccc(Cl)cc1N1CCN(C(=O)CCCn2c(=O)c3cccn3c3cccnc32)CC1
 : -13	nt	-9	0.1	-4	-1	-1	-17
CCCNC(=O)[C@H]1[C@H](CO)[C@H]2Cn3c(ccc(-c4cncnc4)c3=O)[C@@H]1N2C(=O)Nc1ccccc1
 : 3	0.3	-8	0.3	-3	-2	4	1
CC(C)NC(=O)N[C@H]1CC[C@@H](CCNS(=O)(=O)c2ccc(F)cc2)O[C@@H]1CO
 : -27	-0.2	-2	0.2	-2	2	-27	3
O=C(N/N=C/c1cccc([N+](=O)[O-])c1)C1CC(=O)N(c2ccc(Br)cc2)C1 (configuration not stated)
 : -10	nt	1	0.0	4	-2	-2	-4
COc1ccc(/C=C/C(=O)N(Cc2ccccc2)c2ccccn2)cc1OC
 : -17	nt	0	0.0	-11	0	-15	3
COc1cc(OC)c2c(-c3ccccc3)cc(C3CCCCC3)nc2c1
 : -17	nt	4	0.2	-10	0	-8	3
O=C(CS(=O)(=O)c1c[nH]c2ccccc12)Nc1ccc(F)cc1
 : -7	-1.0	4	0.2	-7	-1	4	-27
CC(=O)Nc1ccc(C(=O)NNC(=O)c2cccs2)cc1
 : -10	nt	1	0.4	nt	-4	-1	nt
COc1cc2c(cc1OC)CN(C(=O)c1sccc1C)CC2
 : -11	2.5	2	0.3	nt	11	-3	nt
COc1cccc(C(=O)Nc2ccc3c(c2)OC[C@H](C)N(C(=O)C2CCCC2)C[C@H](C)[C@@H](OC)CN(C)C3=O)c1
 : 21	-0.1	-3	0.0	nt	-5	-1	nt
O=C(COc1cccc(F)c1)N[C@@H](Cc1ccccc1)c1nc2ccccc2[nH]1
 : -8	-0.2	-2	0.1	-4	0	-1	10
COc1ccc(OCCN2CCN(S(=O)(=O)c3ccccc3C(F)(F)F)CC2)cc1
 : -4	139*	-6	0.4	6	2	-21	-9
COc1ccccc1NC(=O)COC(=O)c1ccccn1
 : -8	nt	3	0.2	0	-3	-2	6
CC(NC(=O)c1cccs1)C(S)c1ccccc1 (configuration not stated)
 : 1	nt	2	0.0	3	0	-44	-6
O=S(=O)(NCc1csc(-c2cccs2)n1)c1ccc(Cl)cc1
 : -16	52*	-7	0.1	-4	nt	-12	2
COc1ccccc1Cn1[nH]nnc1=S
 : -13	nt	nt	0.0	-2	-3	0	1
C/C=C/c1ccc([C@@H]2[C@@H](CO)N(C(=O)CC)[C@@H]2CN(C)S(C)(=O)=O)cc1
 : nt	0.2	nt	0.5	3	nt	nt	-3
CCC(=O)N1C[C@@H](C)[C@H](OC)CN(C)C(=O)c2ccc(NC(=O)NC(C)C)cc2OC[C@H]1C
 : 9	-0.2	-7	0.0	2	-2	10	0
COc1ccc(Cc2nc3ccc(C(=O)N4C[C@@H](C)O[C@@H](C)C4)cc3o2)cc1OC
 : -3	nt	-3	0.1	69*	-3	-3	8
C[C@H](CO)N1C[C@H](C)[C@H](CN(C)C(=O)C2CCCCC2)Oc2ncc(-c3cccc(C#N)c3)cc2C1=O
 : -14	0.1	-4	-0.6	-1	2	-21	0
CCOC(=O)c1ccc(S(=O)(=O)Nc2ccc(N3CCOCC3)cc2)cc1
 : -4	-0.2	3	0.1	5	-2	-3	-5
